# Screening results as filed in PubChem BioAssay.
# SKKanGAS inh: S. pyogenes SKKanGAS growth inhibitors in kanamycin, primary screen, streptokinase expression inhibitor project, SKKanGAS strain, BacTiter-Glo luminescence | inhibition, % at 7.5 µM | hit rate 1.3% among 300,000 | 6 h;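 active means mean replicate score, as percent of positive control median, at least 50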;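 further: strain carries kanamycin resistance gene driven by streptokinase promoter and grows in 40 µg/ml kanamycin; loss of luminescence reflects streptokinase promoter inhibition or plain growth inhibition; 0% = median of DMSO wells and 100% = positive control at its reference dose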
# MrgX1 antagonist: antagonists of human MrgX1 receptor, primary screen, HEK293 cells, Fluo-4 calcium flux | Mas-related G-protein coupled receptor member X1 (Homo sapiens), Q96LB2 | BAM8-22 antagonism; stronger effect = lower value | B-score at 10 µM | hit rate 1.3% among 310,000 | AID 588676, 2011;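 active means calcium-response B-score plate-corrected more than 3 library SD below zero, starting fluorescence within 5 deviations, no agonist response on first addition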;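 further: peak minus trough fluorescence over baseline after final BAM8-22 challenge near maximal dose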
# Target sequence (Q96LB2 whole entry, looked up): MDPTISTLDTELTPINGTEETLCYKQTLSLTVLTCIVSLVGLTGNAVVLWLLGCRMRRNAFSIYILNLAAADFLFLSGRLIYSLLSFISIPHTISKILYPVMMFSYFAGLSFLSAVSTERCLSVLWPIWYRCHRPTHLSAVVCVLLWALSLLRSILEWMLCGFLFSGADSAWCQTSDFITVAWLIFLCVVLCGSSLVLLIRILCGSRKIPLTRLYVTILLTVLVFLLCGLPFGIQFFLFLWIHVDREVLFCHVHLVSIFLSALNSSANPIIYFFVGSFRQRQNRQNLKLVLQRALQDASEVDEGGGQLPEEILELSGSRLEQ
# TRPC4 inh: inhibitors of mouse TRPC4 channel, primary screen, Fluo4 calcium, HEK293 TRPC4beta/mu-opioid cells. Short transient receptor potential channel 4 (Mus musculus), Q9QUQ5. DAMGO-evoked Fluo4 calcium flux; stronger effect = lower value. B-score at 10 µM. hit rate 0.39% among 300,000. AID 2247, 2010;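 active means B-score over 3 SD under the library average, no early fluorescence shift, positive overall ratio signal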
#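 test system = HEK293 cells with stable TRPC4beta plus mu-opioid receptor expression | detection = Fluo4 Ca2+ flux fluorescence | read-out = integrated fluorescence ratio relative to baseline, converted to per-well B score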
# ANO1 activ: TMEM16A chloride channel activators or potentiators, primary screen, cell-based, HTS. AID 623877, 2012. Anoctamin-1 (Mus musculus), Q8BHY3. B-score at 10 µM. hit rate 0.3% among 340,000. HEK293 TMEM16A/YFP-H148Q/I152L, iodide quench fluorescence; stronger effect = lower value;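 active means fluorescence-ratio B-score plate-corrected deviation score at least 3 library SD below zero, with starting fluorescence score within 5 deviations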;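 further: channel opened by trigger with iodide after compound preincubation; score built on the fluorescence ratio of max minus min over baseline; more negative score means more quench and so TMEM16A activation or potentiation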
# MrgX1 allo act: positive allosteric modulators of MrgX1, primary screen, HEK293 cells, Fluo-4 calcium flux; FDSS; stronger effect = higher value; B-score at 10 µM; Mas-related G-protein coupled receptor member X1 (Homo sapiens), Q96LB2; hit rate 0.63% among 310,000; AID 588675, 2011;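 active means plate-corrected calcium response at least 3 library SD above typical, normal starting fluorescence, not activating the receptor alone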;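 further: compound read alongside a low EC10 to EC30 dose of BAM8-22 agonist; peak minus trough fluorescence over baseline measured at the second addition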
# TRPC6 activator: mouse TRPC6 channel activators, primary screen, cell-based, HEK293, membrane potential dye. HEK293-TRPC6 membrane potential dye fluorescence; stronger effect = higher value. AID 2550, 2010. Short transient receptor potential channel 6 (Mus musculus), Q61143. hit rate 0.13% among 310,000. B-score at 10 µM;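 active means B-score of the integrated fluorescence ratio above library mean plus 3 SD, and starting fluorescence ratio within library mean plus 5 SD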;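 further: higher score means more depolarization so channel activation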
# TRPC6 inhibitor: mouse TRPC6 channel inhibitors, primary screen, cell-based, HEK293, membrane potential dye. Short transient receptor potential channel 6 (Mus musculus), Q61143. ACh-evoked depolarization; stronger effect = lower value. B-score at 10 µM. hit rate 1.1% among 310,000. AID 2553, 2010;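 active means B-score under library mean minus 3 SD, initial fluorescence not abnormally high, positive integrated signal ratio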;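 further: B-score derived from integrated fluorescence ratio over the kinetic read; more negative B-score means stronger inhibition of depolarization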
# TRPC4 agonist: activators of mouse TRPC4 channel, primary screen, Fluo4 calcium, HEK293 TRPC4beta/mu-opioid cells; Short transient receptor potential channel 4 (Mus musculus), Q9QUQ5; Fluo4 calcium fluorescence; stronger effect = higher value; B-score at 10 µM; hit rate 0.49% among 310,000;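 active means B-score above 5 SD of library B-scores, and initial fluorescence ratio not above library mean plus 5 SD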;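 further: positive B-score marks a calcium rise read as TRPC4 activation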
#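 system = HEK293 cells stably co-expressing mouse TRPC4beta and mu-opioid receptor | schedule = Fluo4 dye loading 45 min at room temperature, 110 s recording | measure = B-scored integrated calcium fluorescence ratio | signal = Fluo4 calcium-sensitive dye fluorescence, kinetic, 1 Hz baseline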
# ANO1 block: TMEM16A chloride channel inhibitors, primary screen, cell-based, HTS. hit rate 1.2% among 310,000. AID 588511, 2011. HEK293 TMEM16A/YFP iodide influx fluorescence, ionomycin. normalized B-score (activity score, 25-100; higher = stronger inhibition) at 10 µM;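 active means ratio plate-corrected score three or more library SD toward inhibition, starting fluorescence score within five deviations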;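 further: score derived from kinetic fluorescence span divided by baseline fluorescence per well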
# TRPC4 PAM: positive allosteric modulators of TRPC4, primary screen, cell-based, mouse TRPC4beta, HEK293 mu-opioid, Fluo-4 calcium; Short transient receptor potential channel 4 (Mus musculus), Q9QUQ5; DAMGO EC20, Fluo-4 Ca2+ flux; stronger effect = higher value; B-score at 10 µM; hit rate 0.42% among 310,000; AID 2227, 2009;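 active means B-score of calcium response area above 5 SD of library B-scores, with initial fluorescence ratio within 5 SD of library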;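 further: B-score of integrated fluorescence ratio over time as area under calcium response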
# MrgX1 ag: agonists of human MrgX1 receptor, primary screen, HEK293 cells, Fluo-4 calcium flux | Fluo-4 calcium fluorescence, agonist mode; stronger effect = higher value | Mas-related G-protein coupled receptor member X1 (Homo sapiens), Q96LB2 | hit rate 0.44% among 310,000 | AID 588627, 2011 | B-score at 10 µM;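 active means calcium response B-score plate-corrected fluorescence ratio at least 3 library SD, with starting fluorescence B-score inside 5 SD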
#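 Test system: Stable human MrgX1 HEK293 cell line | Schedule: Overnight plating before 1 h dye loading | Read-out basis: Baseline-normalised fluorescence change ratio, B-scored | Detection: Kinetic calcium dye fluorescence, Fluo-4 NW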
# Active calls of the source: *; i = inactive; . = no result given.
SMILES,SKKanGAS inh,MrgX1 antagonist,TRPC4 inh,ANO1 activ,MrgX1 allo act,TRPC6 activator,TRPC6 inhibitor,TRPC4 agonist,ANO1 block,TRPC4 PAM,MrgX1 ag
c1ccc(-c2nnc(N3CCN(c4ccccc4)CC3)nc2-c2ccccc2)cc1,13.3,i,i,i,i,i,i,i,i,i,i
Cc1ccccc1NC(=O)CC1SC(=O)N(c2ccccc2)C1=O (stereo unspecified),-0.7,i,i,i,i,i,i,i,i,i,i
CC1CCN(CCn2c(=S)[nH]c3ccccc3c2=O)CC1,2.6,i,i,i,i,i,i,i,i,i,i
O=C(NC1=NCCS1)c1ccccc1Cl,9.0,i,i,i,i,i,i,i,i,i,i
N#Cc1c(-c2ccccc2)cc(C2CC2)nc1SCC(=O)O,1.1,i,i,i,i,i,i,i,i,i,i
O=S1(=O)C[C@@H](O)[C@@H](Nc2ccc(Cl)cc2)C1,-0.9,i,i,i,i,i,i,i,i,i,i
Cc1c(C(=O)Nc2cc(S(=O)(=O)N3CCOCC3)ccc2N2CCN(C)CC2)oc2ccccc12,5.1,i,i,i,i,i,i,i,i,i,i
Cc1nnc(SCC(=O)N(C)C2CCCCC2)s1,3.3,i,i,i,i,i,i,i,i,i,i
CC1(C)N=C(SCC(=O)Nc2ccc(Cl)cc2Cl)C(c2ccccc2)=N1,2.8,-6.98*,i,i,i,i,i,i,i,i,i
O=C(CSc1nc(-c2ccccc2)cc(C(F)(F)F)n1)NCc1ccco1,-1.7,i,i,i,i,i,i,i,i,i,i
CCCc1n(CC(O)COCc2ccccc2)c2ccccc2[n+]1C (stereo unspecified),5.3,i,i,i,i,i,i,i,i,i,i
C#CCSc1nc2sc3c(c2c(=O)n1C)CCC3,36.3,i,i,i,i,i,i,i,i,i,i
CC(C)c1ccc2[nH]c3nc(SCC(=O)NC4CC4)nnc3c2c1,-2.4,i,i,i,i,i,i,i,i,i,i
Cc1cc(Nc2ccccc2)nc2cc(O)ccc12,-1.9,i,-7*,i,i,i,i,i,i,i,i
CCC(=O)N(Cc1cc2ccccc2[nH]c1=O)c1ccccc1OC,-0.9,i,i,i,i,i,i,i,i,i,i
CCOC(=O)C1CCCN(C(=O)c2cc3cc4ccc(OC)cc4nc3o2)C1 (stereo unspecified),16.5,i,i,i,i,i,i,i,i,i,i
Cc1ccc(NC(=O)C2CCCN(c3ncnc4c3nc3n4CCCCC3)C2)cc1Cl (stereo unspecified),15.6,i,i,i,i,i,i,i,i,i,i
COC(=O)c1cc(OC)c(OC)cc1NC(=O)Nc1ccccc1OC,-1.2,i,i,i,i,i,i,i,i,i,i
COc1ccc(C2=NNC(=Nc3cc(S(=O)(=O)N(C)C)ccc3C)SC2)c(OC)c1,2.7,i,i,i,i,i,i,i,i,i,i
CN(C)CCOC(C1CCCCC1)C1CCCCC1,3.0,i,i,i,i,i,-5.53*,i,i,i,i
Cc1c(N=C2SCC(=O)N2/N=C/c2ccccc2)c(=O)n(-c2ccccc2)n1C,-4.8,i,i,i,i,i,i,i,i,i,i
CCOc1ccc(N2C(=O)CC(Sc3nnnn3-c3ccccc3)C2=O)cc1 (stereo unspecified),0.0,.,i,i,.,i,i,i,.,i,.
Cn1c(CSCc2ccc(Cl)cc2Cl)n[nH]c1=S,5.7,i,i,i,i,i,i,i,i,i,i
Cc1ccc(NS(=O)(=O)c2cccc(C(=O)NN3CCOCC3)c2)cc1,-0.2,i,i,.,i,i,i,i,i,i,i
Cc1ccc(S(=O)(=O)/N=C(\c2ccc(Cl)cc2)N2CCOCC2)cc1,-0.9,i,i,i,i,i,i,i,i,i,i
CCN1C/C(=N\S(=O)(=O)/N=C2\CN(CC)C(=O)N2CC)N(CC)C1=O,-2.1,i,i,-8.15*,i,i,i,i,i,i,i
CC(=O)c1cccc(NC(=O)N2CCCC(C(=O)c3cc(F)ccc3F)C2)c1 (stereo unspecified),-1.6,i,i,i,i,i,i,i,i,i,i
Cc1ccc[n+](-c2nc3ccccc3nc2[N-]S(=O)(=O)c2ccccc2)c1,1.4,i,i,i,i,i,i,i,i,i,i
CC(=O)c1c(C)[nH]c(C(=O)Nc2ccc(S(=O)(=O)N(C)C)cc2)c1C,2.9,i,i,i,i,i,i,i,i,i,i
O=C(c1cc(F)c(F)cc1Cl)N1CCCc2ccccc21,-10.4,i,i,i,i,i,i,i,i,i,i
COC(=O)c1sc2ccccc2c1-n1cccc1C(=O)C(=O)Nc1ccc(F)cc1,-3.0,i,i,i,i,i,i,i,i,i,i
CCOC(=O)c1oc2ccccc2c1COC(=O)CNC(=O)c1ccco1,-2.4,i,i,i,i,i,i,i,i,i,i
COc1ccc(/C=N/NC(=O)CCSc2nc3ccccc3s2)cc1,4.6,i,i,i,i,i,i,i,i,i,i
Cc1cc(C)cc(N(CCC(=O)O)S(=O)(=O)c2ccc(Cl)cc2)c1,13.0,i,i,i,i,i,i,i,i,i,i
O=CN1CCCN(C(=O)CC2C(=O)NCCN2Cc2cccc(Oc3ccccc3)c2)CC1 (stereo unspecified),-0.6,i,i,i,i,i,i,i,i,i,i
COc1ccccc1/C=N/NC(=O)c1ccc(-c2ccccc2)cc1,4.0,i,i,i,i,i,i,i,i,i,i
O=C(COC(=O)CCSc1ccccc1)NCc1ccccc1,-11.9,i,i,i,i,i,i,i,i,i,i
O=C(Nc1cccn(Cc2ccccc2Cl)c1=O)NC1CCCCC1,4.2,i,i,i,i,i,i,i,i,i,i
COc1ccc(-c2cc(C(=O)OCC(=O)Nc3ccc4c(c3)OCO4)c3ccccc3n2)cc1,22.6,i,i,i,i,i,i,i,i,i,i
CCOC(=O)c1c(C)nc2c(c1C)/C(=N/O)CC(C)(C)C2,-2.6,i,i,i,i,i,i,i,i,i,i
Fc1ccccc1Nc1nc2ccccc2n2nnnc12,-4.7,i,i,i,i,i,i,i,i,i,i
CCSc1nc(-c2ccc(OC)cc2)cc(-c2ccc(OC)cc2)c1C#N,4.0,i,i,i,i,i,i,i,i,i,i
Cc1ccc(NCc2cccnc2)cc1,2.5,i,i,i,i,i,i,i,i,i,i
Cc1cccc(CSc2nc3c(cc2C#N)CCC3)c1,6.7,i,i,i,i,i,i,i,i,i,i
CC(C)NC(=O)CN(c1cccc(Br)c1)S(C)(=O)=O,-2.4,i,i,i,i,i,i,i,i,i,i
O=C(OCC(=O)N1CCN(c2ccccc2)CC1)c1cc(Cl)ccc1[N+](=O)[O-],-3.1,i,i,i,i,i,i,i,i,i,i
N#CC(C#N)=C(N)Nc1cccc(Cl)c1,-1.8,i,i,i,i,i,i,i,i,i,i
CCOc1ncccc1C(=O)OCc1c(Cl)cccc1Cl,8.6,i,i,i,i,i,i,i,i,i,i
O=C(CC1C(=O)NCCN1Cc1ccc(F)cc1)NCCN1CCCc2ccccc21 (stereo unspecified),-5.5,i,i,i,i,i,i,i,i,i,i
CCOC(=O)C1(CCCc2ccccc2)CCN(C(=O)C2CCCN(C(N)=O)C2)CC1 (stereo unspecified),0.2,i,i,i,i,i,i,i,i,i,i
O=C(c1ccccc1)N1CCN(S(=O)(=O)N2CCCCCC2)CC1,-10.9,i,i,i,i,i,i,i,i,i,i
CCCCc1ccc(NC(=S)N2CCN(c3ccccn3)CC2)cc1,-1.2,i,i,i,i,i,i,i,i,i,i
O=C(Oc1ccc(Cl)cc1)c1ccc(COC(=O)c2cnccn2)cc1,-0.2,i,i,i,i,i,i,i,i,i,i
Cc1ccc(-n2nc(C)c3c(C)c(CCC(=O)O)c(C)nc32)cc1,-5.5,i,i,i,i,i,i,i,i,i,i
COc1ccc(N(Cc2cc3ccccc3[nH]c2=O)S(=O)(=O)c2ccccc2)cc1,-11.8,i,i,i,i,i,i,i,i,i,i
NC(N)=Nc1nc2ccccc2o1,5.3,i,i,i,i,i,i,i,i,i,i
c1ccc(OCc2nn3c(C4CCCCC4)nnc3s2)cc1,3.8,i,i,i,i,i,i,i,i,i,i
Cc1nc(NC(=O)c2ccc(Cl)cc2)nc2cc3c(cc12)OCO3,-3.6,i,i,i,i,i,i,i,i,i,i
COCCNc1ncnc2c1cnn2Cc1ccc(Cl)cc1,-4.6,i,i,i,i,i,i,i,i,i,i
COc1ccc(/C=N/NC(=O)Cn2cnc3ccccc3c2=O)cc1,0.4,i,i,i,i,i,i,i,i,i,i
# (more compounds)
SMILES,SKKanGAS inh,MrgX1 antagonist,TRPC4 inh,ANO1 activ,MrgX1 allo act,TRPC6 activator,TRPC6 inhibitor,TRPC4 agonist,ANO1 block,TRPC4 PAM,MrgX1 ag
COc1ccc2c(c1)CCN1C2CCN2C(=O)CCC21 (stereo unspecified),-1.8,i,i,i,i,i,i,i,i,i,i
O=C(CNC(=O)OCc1ccccc1)Oc1ccc2ccc(=O)oc2c1,1.3,i,i,i,i,i,i,i,i,i,i
O=C(N/N=C\c1ccncc1)c1ccccc1O,-10.5,i,i,i,i,i,i,i,i,i,i
CCCC(=O)Nc1c(-c2cccc(C)c2)c(=O)c2ccccc2n1C,-1.0,i,i,i,i,i,i,i,i,i,i
N#CC1=C(N)OC2=C(C(=O)CCC2)C12CCC1(CC2)OCCO1,-4.5,i,i,i,i,i,i,i,i,i,i
CCOC(=O)/C=C/COc1ccccc1[N+](=O)[O-],0.6,i,i,i,i,i,i,i,i,i,i
CCc1noc(C)c1C(=O)NCCc1c[nH]c2ccccc12,-2.1,i,i,i,i,i,i,i,i,i,i

# No enrichment for hits (roughly 6.7% active in at least one column).
